# Source: PubChem BioAssay (several laboratories)
# NADH enzymes: blocks coupling enzymes of NAD/NADH assays; coupled PK/LDH NADH assays, four targets; IC50, µM (top dose mostly 10 µM), for inactives: top-dose inhibition; 65,000 compounds, 0.02% hits; AID 774;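 active = single-dose screening hits from any of four coupled enzyme assays that gave an IC50 when retested across doses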;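 also: the DPM-DC format reads NADH fluorescence rather than 340 nm absorbance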
# E coli RNAP: inhibitors of Escherichia coli RNA polymerase. P0A8V2. E. coli RNA polymerase, fluorescence transcription assay. inhibition, %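 (tested at 10 µM)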. 62,000 compounds, 0.2% hits; in the data active = inhibition above about 20%;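 also: 0% = enzyme without compound and 100% = no enzyme blank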
# M1 antag: M1 muscarinic receptor (rat) antagonism | P08482 | CHO-M1 cells, Fluo-4 calcium, ACh EC80 antagonist mode; stronger effect = lower value | B-score at 10 µM | 64,000 compounds, 3.4% hits;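 active = calcium fluorescence response, raw or row-and-column corrected B-score, differing from the plate sample mean either way at a set confidence level, mostly lower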
# SF1 activator: activates the human nuclear receptor SF-1; Q13285; CHO-K1 Gal4-SF-1 LBD luciferase reporter; % increase over DMSO SF-1-specific signal; activation, % at 10 µM; 65,000 compounds, 1.9% hits; AID 522;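 active = activation above the mean activation of all tested compounds plus 3 SD, cut at about 50% in these data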
#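 Assay system – CHO-K1 cells with Gal4–hSF-1 LBD chimera plus Gal4-driven luciferase · Quantity – 4,000 cells per well · Times – compound added 1 h post-seeding, 20 h exposure at 37 °C, 5% CO2 · Measured by – luciferase light emission · Benchmarks – DMSO and mock-transfected background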
# Autofluor 339: intrinsic fluorescence of library compounds, ex339/em460 – biochemical, MLSMR library, data from DPM-DC assay, artefact control, profiling panel | compound autofluorescence, ex339/em460 nm, NADH buffer; stronger effect = higher value; 1 = no-compound wells, NADH background | fluorescence fold increase at 10 µM | 65,000 compounds, 5.5% hits | AID 709;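 active = at 10 µM, mean starting fluorescence two-fold or more over control wells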;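 also: signal is the first read of a kinetic run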
# TNAP act DEA: human TNAP activation, intermediate phosphate acceptor; AID 813; 64,000 tested, under 10 active; purified TNAP, CDP-star luminescence, 100 mM DEA, 30 min; stronger effect = higher value; scale: 0 levamisole-inhibited, 1 vehicle-only enzyme; activation factor at 20 µM;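 active = activation factor of at least 2 at 20 µM, relative to controls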
# Target sequence (P05186 whole entry, looked up): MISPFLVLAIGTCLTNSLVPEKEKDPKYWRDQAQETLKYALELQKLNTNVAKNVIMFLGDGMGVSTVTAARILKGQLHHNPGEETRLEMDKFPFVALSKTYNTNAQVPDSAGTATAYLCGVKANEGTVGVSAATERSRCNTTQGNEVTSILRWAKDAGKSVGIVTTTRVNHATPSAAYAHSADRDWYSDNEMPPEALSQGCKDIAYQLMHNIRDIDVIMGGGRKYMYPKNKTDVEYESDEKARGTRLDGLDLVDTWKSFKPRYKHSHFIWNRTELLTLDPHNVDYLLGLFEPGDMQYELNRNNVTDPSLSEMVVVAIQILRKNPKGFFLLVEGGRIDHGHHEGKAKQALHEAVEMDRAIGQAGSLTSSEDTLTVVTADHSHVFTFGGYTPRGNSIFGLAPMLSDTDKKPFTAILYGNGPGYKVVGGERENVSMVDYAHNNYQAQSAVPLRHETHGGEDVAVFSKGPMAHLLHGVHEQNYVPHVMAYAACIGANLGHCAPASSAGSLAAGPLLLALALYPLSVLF
# RORa activator: activates the human nuclear receptor RORA. CHO-K1 Gal4-RORA LBD luciferase reporter, luminescence; percent increase over mock-subtracted basal signal. activation, % at 10 µM. 65,000 compounds, 1.5% hits. AID 560;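 active = activation above the mean of all tested compounds plus 3 SD, cut at about 49% in these data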;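 also: 0% = DMSO-treated RORA cells and 100% = added signal equal to DMSO minus mock-transfected cells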
# Target sequence (P35398 whole entry, looked up, the tested form may be a part): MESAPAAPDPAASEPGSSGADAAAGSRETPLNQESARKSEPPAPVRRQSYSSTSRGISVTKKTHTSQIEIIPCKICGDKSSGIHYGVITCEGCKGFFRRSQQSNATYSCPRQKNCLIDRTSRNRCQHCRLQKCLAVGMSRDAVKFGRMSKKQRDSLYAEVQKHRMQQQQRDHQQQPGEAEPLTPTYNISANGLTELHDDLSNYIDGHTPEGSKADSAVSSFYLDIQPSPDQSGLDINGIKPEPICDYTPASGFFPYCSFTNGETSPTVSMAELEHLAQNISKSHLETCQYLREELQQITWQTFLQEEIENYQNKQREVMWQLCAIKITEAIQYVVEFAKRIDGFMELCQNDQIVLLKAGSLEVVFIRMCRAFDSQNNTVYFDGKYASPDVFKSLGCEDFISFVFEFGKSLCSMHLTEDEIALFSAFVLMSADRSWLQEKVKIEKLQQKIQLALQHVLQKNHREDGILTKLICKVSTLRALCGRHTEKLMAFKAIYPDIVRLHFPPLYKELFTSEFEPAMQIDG
# tolC growth inh: blocks growth of E. coli BW25113 tolC mutant | growth inhibition, % at 10 µM (by protocol) | 65,000 compounds, 2.2% hits | OD615 | AID 573;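 active = growth inhibition at or above a cutoff equal to the mean over every tested compound plus 3 SD, cut at about 60% in these data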;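 also: growth measured after 20 h incubation at 37 °C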
#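 Test system: tolC-deleted E. coli BW25113; medium: LB with kanamycin 50 µg/mL; compound: single-point testing at 10 µM; incubation: 20 h compound exposure of bacteria at 37 °C; signal: OD at 615 nm; evaluation: growth inhibition in percent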
# M1 ag: agonists of M1 muscarinic receptor; CHO-M1 cells, Fluo-4 calcium fluorescence, agonist mode; stronger effect = higher value; B-score at 10 µM; 64,000 compounds, 3% hits;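 active = fluorescence rise, raw or as B-score row- and column-corrected plate score, outside the 99.7% band of its plate's samples, either direction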
# * = called active by the depositor; . = no result given; [ ] = dose if it differs, or a comment.
1. COc1cc(C2c3sc(=O)[nH]c3SC3C4CCC(C4)C23)ccc1O (stereo not drawn)
2. CCCCCCn1c(N2CCC(C(N)=O)CC2)nc2c1c(=O)n(C)c(=O)n2C
3. CCc1cc2c(CN3CCN(CCO)CC3)cc(=O)oc2cc1O
4. CCOC(=O)N1CCN(C(=O)COc2ccc(Br)cc2Cl)CC1
5. COc1cc2[nH]c(=O)n(CCC(=O)NC3CCN(Cc4ccccc4)CC3)c(=O)c2cc1OC
compound no.	1	2	3	4	5
NADH enzymes	3%	4%	6%[fluoresces]	1%	11%
E coli RNAP	0	10	-74	4	7
M1 antag	0.072	-0.4	0.66	-0.063	0.02
SF1 activator	4	6	-9	-26	5
Autofluor 339	1	1.1	2.9*	1.1	1.5
TNAP act DEA	0.9	1	1	0.9	0.9
RORa activator	0	5	16	-2	-5
tolC growth inh	13	-20	-11	13	-2
M1 ag	-1.1	0.56	-0.93	-0.0085	-0.065

6. CCCNS(=O)(=O)c1ccc(CCC(=O)N2CCOCC2)cc1
7. CCOC(=O)c1ccc(CNC(=O)CSc2nnnn2-c2ccc(Cl)cc2)o1
8. CCOC(=O)c1c(NC(=O)c2cccs2)sc2c1CCC2
9. O=C(C1CCN(S(=O)(=O)N2CCC3(CC2)OCCO3)CC1)N1CCC(Cc2ccccc2)CC1
10. COc1ccc(C2C3=C(CCCC3=O)Nc3nc4ccccc4n32)cc1OC (stereo not drawn)
compound no.	6	7	8	9	10
NADH enzymes	5%	3%	1%[fluoresces]	6%	8%[fluoresces]
E coli RNAP	2	1	0	5	0
M1 antag	0.32	0.87	0.028	0.1	1.1
SF1 activator	-4	-7	6	-6	-4
Autofluor 339	1.1	1.1	2.3*	1.1	3*
TNAP act DEA	1	1	1	0.9	1
RORa activator	-19	19	6	-19	5
tolC growth inh	-26	6	-8	6	-2
M1 ag	-0.26	0.78	-0.53	-2	0.39

11. C=C(C)COc1ccc2c3c(c(=O)oc2c1OCC(=C)C)CCC3
12. Cc1nc2sc(C(c3ccco3)N3CC(C)OC(C)C3)c(O)n2n1 (stereo not drawn)
13. O=C1N(CN2CCN(c3cccc(Cl)c3)CC2)c2ccccc2C12OCCCO2
14. CCCS(=O)(=O)N1CCCC(C(=O)N2CCOCC2)C1 (stereo not drawn)
15. O=C(NCC1CCCO1)c1nn2cccnc2c1Cl (stereo not drawn)
compound no.	11	12	13	14	15
NADH enzymes	1%	6%	4%	5%	5%
E coli RNAP	0	5	4	6	4
M1 antag	0.42	1.6	0.1	0.029	-0.18
SF1 activator	-8	7	12	-11	27
Autofluor 339	2.1*	1.1	1.1	1.1	1
TNAP act DEA	0.9	1	0.9	1	1
RORa activator	-7	0	-11	-1	-11
tolC growth inh	6	-20	-13	-35	-6
M1 ag	0.65	0.23	0.17	0.19	0.55

16. Oc1[nH]c2ccccc2c1C=Nc1ccc2c(c1)OCCO2
17. O=C(NCC1CCCO1)C1CCCN1C(=O)NC1CCCCC1 (stereo not drawn)
18. CCOCCCNC(=O)CCCn1nc(C)n2c(cc3sccc32)c1=O
19. COCCn1nnnc1C(c1ccccc1OC)N1CCN(c2ccccc2F)CC1 (stereo not drawn)
20. CC(C)CCN1CC(C(=O)NC(C)C)CC1=O (stereo not drawn)
compound no.	16	17	18	19	20
NADH enzymes	3%	5%	6%	6%	6%
E coli RNAP	4	2	10	2	1
M1 antag	0.15	0.43	-0.41	-0.031	-0.32
SF1 activator	33	-3	-16	8	-5
Autofluor 339	1.2	1.1	1.1	1.1	1.1
TNAP act DEA	0.8	0.9	0.9	0.9	1
RORa activator	28	-2	-6	-16	21
tolC growth inh	-17	-20	-8	5	-14
M1 ag	-0.34	0.0022	0.51	1.2	0.59

# Arranged by heavy-atom count (low to high): three of the compounds above.
15. O=C(NCC1CCCO1)c1nn2cccnc2c1Cl (stereo not drawn)
16. Oc1[nH]c2ccccc2c1C=Nc1ccc2c(c1)OCCO2
19. COCCn1nnnc1C(c1ccccc1OC)N1CCN(c2ccccc2F)CC1 (stereo not drawn)
compound no.	15	16	19
NADH enzymes	5%	3%	6%
E coli RNAP	4	4	2
M1 antag	-0.18	0.15	-0.031
SF1 activator	27	33	8
Autofluor 339	1	1.2	1.1
TNAP act DEA	1	0.8	0.9
RORa activator	-11	28	-16
tolC growth inh	-6	-17	5
M1 ag	0.55	-0.34	1.2

# Later entries.
21. Cc1ccc(CNC(=O)CCCOc2cc(=O)n(C)c3ccccc23)o1
22. CCOC(=O)Cn1c(=O)c2c(nc(Br)n2Cc2ccc(Cl)cc2)n(C)c1=O
23. Cc1ccc(-c2ccc(CCC(=O)O)n2NC(=O)c2ccco2)cc1
24. c1cc(-c2nc3ccccc3o2)nc(-c2nc3ccccc3o2)c1
25. CCOC(=O)c1cnc(-n2nc(C)cc2C)nc1NCc1ccc2c(c1)OCO2
compound no.	21	22	23	24	25
NADH enzymes	7%	4%	7%	5%	7%
E coli RNAP	6	5	10	11	9
M1 antag	0.19	0.71	-0.29	0.33	-0.67
SF1 activator	12	0	8	-6	-22
Autofluor 339	1	1.1	1.1	1.2	1.1
TNAP act DEA	0.9	0.9	0.9	0.9	0.9
RORa activator	4	9	-6	-13	4
tolC growth inh	-6	-7	-5	-24	36
M1 ag	-0.55	0.16	0.099	-0.38	-0.87

26. CCOc1ccc(N(CC)C(=O)COc2cc(=O)n(C)c3ccccc23)cc1
27. CC1CCN(S(=O)(=O)c2cccc(-c3nnc(-c4cccnc4)o3)c2)CC1
28. Cc1ccc(C(=O)Cn2c(NCCO)nc3ccccc32)cc1
29. Cc1cccc(C)c1OCc1nnc(SCC(=O)Nc2ccccc2F)o1
30. CSc1ccccc1NC(=O)CN(c1ccccc1)S(=O)(=O)N(C)C
compound no.	26	27	28	29	30
NADH enzymes	3%	6%	5%	1%	4%
E coli RNAP	5	4	4	0	9
M1 antag	0.7	0.21	-0.46	-0.47	0.63
SF1 activator	3	4	5	16	13
Autofluor 339	1	1.1	1.1	1.1	1
TNAP act DEA	0.9	1	1	1	0.9
RORa activator	-10	-4	-3	-11	0
tolC growth inh	10	-3	-18	1	12
M1 ag	1.8	-0.44	-1.4	-1.6	0.58

31. COc1ccc(N2C(=O)CC(N3CCN(c4ccc(S(=O)(=O)N5CCCC5)cc4)CC3)C2=O)cc1 (stereo not drawn)
32. CCOC(=O)C1=C(C)NC2=C(C(=O)CCC2)C1c1cccs1 (stereo not drawn)
33. COC(=O)CCN(c1ccccc1)S(=O)(=O)c1ccc(OC)cc1
34. COc1ccccc1C(=O)n1nc(-c2ccccc2)nc1N
35. CCOC(=O)c1cc(CC)sc1NC(=O)CCC(=O)O
compound no.	31	32	33	34	35
NADH enzymes	3%	8%	7%	4%	3%
E coli RNAP	3	-4	-4	12	9
M1 antag	-0.42	-0.0022	-0.17	-0.66	0.25
SF1 activator	-1	15	-12	-1	-13
Autofluor 339	1.1	1.6	1.1	1	1.1
TNAP act DEA	0.9	1	0.9	0.7	0.9
RORa activator	-4	13	-9	-13	-8
tolC growth inh	-8	11	8	2	7
M1 ag	-0.55	0.84	-0.0035	0.0094	0.25

36. CCOC(=O)N1CCC(N2CC34C=CC(O3)C(C(=O)O)C4C2=O)CC1 (stereo not drawn)
37. COC(=O)C(C)Sc1nnc2n(-c3cccc(C)c3)c(=O)c3c4c(sc3n12)CCCC4 (stereo not drawn)
38. CCc1cccc(CC)c1N(COC)C(=O)Cn1ccccc1=N
39. Cn1c(N2CCN(c3ccccn3)CC2)nc2c1c(=O)n(Cc1ccccc1Cl)c(=O)n2C
40. COc1ccc(-c2nnc(SCC(=O)Nc3ccccc3)n2C)cc1
compound no.	36	37	38	39	40
NADH enzymes	1%	1%	13%	3%	4%
E coli RNAP	1	-11	4	6	5
M1 antag	-0.57	-0.34	-1.1	0.85	-0.58
SF1 activator	-4	3	-12	-9	1
Autofluor 339	1.1	1	0.97	1.1	1.1
TNAP act DEA	0.9	0.8	0.8	0.9	0.8
RORa activator	-12	11	-8	-21	-9
tolC growth inh	-4	29	.	12	-10
M1 ag	0.73	-1.2	-0.58	-0.04	0.18

41. O=C1CC(C(=O)Nc2ccc(Br)cc2)C2(CCCC2)O1 (stereo not drawn)
42. O=C(CCN1CCN(C(=O)c2ccco2)CC1)Nc1ccc(F)cc1
43. COc1ccc(C(=O)CSc2nn3c(=O)c(C(C)(C)C)nnc3s2)cc1
44. N#CC1=C(SCC(=O)NC23CC4CC(CC(C4)C2)C3)NC(=O)C(C#N)C12CCCCC2 (stereo not drawn)
45. COc1ccc(N2CCCCn3c2nc2c3c(=O)[nH]c(=O)n2C)cc1
compound no.	41	42	43	44	45
NADH enzymes	4%	5%	5%	2%	12%
E coli RNAP	9	8	8	13	5
M1 antag	-1.1	-0.49	0.0015	-2	1.2
SF1 activator	16	9	-5	-13	22
Autofluor 339	1	1	1.1	0.99	1
TNAP act DEA	0.9	0.9	0.9	0.9	0.9
RORa activator	16	-19	-8	-8	-2
tolC growth inh	-8	-5	-4	86*	-8
M1 ag	0.44	1	-1.4	-1.3	-0.38

46. CN(C)c1oc(-c2ccc(OCc3ccc(Cl)cc3)cc2)nc1C#N
47. O=C(N1CCOCC1)N1CCN(C(=O)N(c2ccccc2)c2ccccc2)CC1
48. CC1(C)CC(=O)C=C(NCC2CCCO2)C1 (stereo not drawn)
49. O=C(CSc1nnc(CCCO)n1-c1ccccc1)Nc1nccs1
50. COC(=O)C(C#N)c1nc2ccccc2nc1N1CCCC1 (stereo not drawn)
compound no.	46	47	48	49	50
NADH enzymes	6%	3%	0%	8%	8%
E coli RNAP	-4	7	-6	6	5
M1 antag	0.013	0.4	0.029	0.095	0.7
SF1 activator	4	5	-2	8	-4
Autofluor 339	3.3*	1	1.1	1.1	1.4
TNAP act DEA	0.9	1	1	0.9	0.8
RORa activator	-24	6	17	-5	-2
tolC growth inh	15	-9	-23	-14	20
M1 ag	0.48	-0.78	0.11	0.12	-0.018

51. Cc1ccc(NC(=O)C2CCCN(S(=O)(=O)c3cnc[nH]3)C2)cc1F (stereo not drawn)
52. Cc1ccc(-c2cnc(NC(=O)CCC(=O)N3CCCCC3)n2C)cc1
53. CCOc1ccc(-c2cc(C(=O)N3CCN(C)CC3)c3ccccc3n2)cc1
54. CCOC(=O)c1c(SC)nc(SC)c2c1CCC2
55. CCc1nnc(NC(=O)CSc2nnc(-c3ccco3)n2CC)s1
compound no.	51	52	53	54	55
NADH enzymes	1%	4%	5%[fluoresces]	4%	12%
E coli RNAP	6	10	-4	8	6
M1 antag	-0.72	0.17	-0.77	-0.12	.
SF1 activator	0	-65	35	7	-17
Autofluor 339	1	1.1	5.2*	1.1	1
TNAP act DEA	0.8	0.9	1	0.9	0.9
RORa activator	0	-77	36	-10	-6
tolC growth inh	-1	.	-8	3	.
M1 ag	-0.11	0.19	2.2	-1.2	.

56. Nc1ccccc1NC(=O)c1ccccc1
57. Cc1sc2nc3n(c(=O)c2c1C)CCCS3
58. Cc1nn2c(-c3ccc(Cl)cc3Cl)nnc2s1
59. CC1=C(C#N)c2nc(N)c(C#N)c(C)c2/C1=C\c1ccccc1
compound no.	56	57	58	59
NADH enzymes	4%	2%	5%	22%
E coli RNAP	9	7	5	3
M1 antag	0.0072	0.63	0.057	-0.78
SF1 activator	40	-13	-4	-3
Autofluor 339	1.1	1.1	1.1	1.3
TNAP act DEA	0.9	0.9	0.9	0.9
RORa activator	46	-2	-10	-27
tolC growth inh	-5	8	-1	74*
M1 ag	0.55	-0.39	-0.037	0.23
